tim23-1 inh: growth inhibitors of tim23-1 mutant yeast, primary screen, luminescence, uHTS; S. cerevisiae tim23-1 growth, BacTiter-Glo luminescence, 24 h; inhibition, % at 20 µM; 1.3% of 330,000 active;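 active = growth inhibition of the mutant yeast at or above 50%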;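 also: temperature-sensitive mutant grown at 25 °C; plate controls were DMSO-treated mutant yeast for no effect and medium wells lacking yeast for full effect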
CHOP UPR activ: activators of apoptotic CHOP UPR arm, primary screen, cell-based, CHO-CHOP luciferase reporter, luminescence, uHTS; UPR activation; percent of tunicamycin response over DMSO baseline; activation, % at 10 µM; 0.34% of 330,000 active; AID 449763, 2010;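 active = at 10 µM dose, activation of 40% or more, normalized to positive control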;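 also: 100% = tunicamycin at 10 µg/mL and 0% = DMSO alone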
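Material: CHO-CHOP cells, stable luciferase reporter of PERK-eIF2a-CHOP signalling; quantity: 500 reporter cells seeded per well; buffer or medium: F12 medium containing 10% fetal bovine serum; compound: one dose, 10 µM in 0.5% DMSO; incubation: 6 h compound treatment, 37 °C; measured by: Steady-Glo luciferase luminescence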
Mdm2 MdmX PPI: inhibitors of human Mdm2-MdmX association, primary screen, cell-based, luminescence, split luciferase, SaOS-2, uHTS; Protein Mdm4 (Homo sapiens) + E3 ubiquitin-protein ligase Mdm2 (Homo sapiens), …; SaOS-2 split-luciferase Mdm2/MdmX complementation; inhibition, % at 8 µM; 3% of 330,000 active;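 active = inhibition of at least 50% at 8 µM in the primary screen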
CXCR6 inh: CXCR6 receptor inhibitors, primary screen, cell-based, beta-arrestin, luminescence, CHO-K1 PathHunter, 1536-well; C-X-C chemokine receptor type 6 (Homo sapiens), O00574; inhibition, % at 20 µM; 0.36% of 360,000 active; AID 602244, 2012; in the data active = inhibition above about 34%, passing the limit was not always enough;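 also: antagonist mode with CXCL16 agonist at 10 nM final; 0% = 10 nM CXCL16 with DMSO and 100% = unstimulated wells without agonist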
Target sequence (O00574 whole entry, looked up): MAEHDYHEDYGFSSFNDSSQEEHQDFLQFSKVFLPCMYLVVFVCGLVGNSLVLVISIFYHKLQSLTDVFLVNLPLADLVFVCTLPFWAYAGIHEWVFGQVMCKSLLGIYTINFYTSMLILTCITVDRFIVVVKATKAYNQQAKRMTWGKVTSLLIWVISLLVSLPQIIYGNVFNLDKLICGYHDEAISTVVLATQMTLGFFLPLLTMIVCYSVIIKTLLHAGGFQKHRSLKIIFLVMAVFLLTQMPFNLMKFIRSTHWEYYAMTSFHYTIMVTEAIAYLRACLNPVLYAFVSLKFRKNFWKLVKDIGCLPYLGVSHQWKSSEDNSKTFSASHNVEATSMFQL
CCR6 antagonist: CCR6 receptor antagonists, primary screen, cell-based, CHO-K1, luminescence, beta-arrestin, uHTS | C-C chemokine receptor type 6 (Homo sapiens), P51684 | CHO-K1 CCR6 PathHunter beta-arrestin, CCL20-stimulated | inhibition, % at 20 µM | 0.49% of 340,000 active;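 active = compounds whose inhibition of the agonist-driven luminescence signal at 20 µM reaches about 50%, limit read from the data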;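 also: cells stimulated with CCL20 at 14 nM final; plate controls were DMSO with CCL20 for no effect and DMSO without agonist for full effect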
Target sequence (P51684 whole entry, looked up): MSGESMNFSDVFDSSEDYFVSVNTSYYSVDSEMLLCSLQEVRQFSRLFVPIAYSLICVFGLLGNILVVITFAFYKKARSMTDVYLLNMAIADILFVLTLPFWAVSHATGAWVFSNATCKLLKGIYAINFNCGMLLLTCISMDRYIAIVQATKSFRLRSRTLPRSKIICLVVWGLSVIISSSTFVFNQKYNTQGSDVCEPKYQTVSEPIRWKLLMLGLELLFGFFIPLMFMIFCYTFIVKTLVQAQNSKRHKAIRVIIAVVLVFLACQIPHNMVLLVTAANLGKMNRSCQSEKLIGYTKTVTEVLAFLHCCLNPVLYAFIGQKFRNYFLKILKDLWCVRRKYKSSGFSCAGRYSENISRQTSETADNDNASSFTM
APJ antagonist: antagonists of human apelin receptor APJ, primary screen, CHO-K1 cells, beta-arrestin complementation, luminescence; P35414; inhibition, % at 20 µM; 0.32% of 330,000 active; AID 2521, 2010;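 active = inhibition above about 40% at 20 µM, limit read from the data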;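 also: cells challenged with 10 nM apelin-13 agonist together with compound; plate controls were apelin-13 plus DMSO wells for no effect and DMSO wells lacking apelin-13 for full effect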
EBI2 block: EBI2 receptor antagonists, beta-arrestin recruitment, primary screen, cell-based, luminescence, 7a,25-OHC stimulation, uHTS; inhibition, % at 5 µM; 7a,25-OHC stimulated; G-protein coupled receptor 183 (Homo sapiens), P32249; AID 651636, 2012; 0.81% of 360,000 active; in the data active = inhibition above about 38%;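 also: enzyme fragment complementation signal reports receptor beta-arrestin coupling in cells; 0% = agonist plus DMSO wells and 100% = wells without agonist; some results beyond the cut were filed as inactive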
Target sequence (P32249 whole entry, looked up, the tested form may be a part): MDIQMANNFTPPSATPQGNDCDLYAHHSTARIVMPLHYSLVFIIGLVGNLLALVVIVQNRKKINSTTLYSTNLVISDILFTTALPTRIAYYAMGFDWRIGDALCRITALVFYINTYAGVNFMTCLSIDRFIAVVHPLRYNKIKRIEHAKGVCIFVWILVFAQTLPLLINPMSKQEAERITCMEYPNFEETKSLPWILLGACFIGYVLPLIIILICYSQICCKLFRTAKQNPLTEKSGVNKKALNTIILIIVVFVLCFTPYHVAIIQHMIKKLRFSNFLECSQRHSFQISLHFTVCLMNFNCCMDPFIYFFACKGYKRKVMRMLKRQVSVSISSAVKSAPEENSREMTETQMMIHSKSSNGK
APJ agonist: agonists of human apelin receptor APJ, primary screen, CHO-K1 cells, PathHunter beta-arrestin, luminescence. AID 2520, 2010. activation, % at 20 µM. 0.11% of 330,000 active. P35414. 0% DMSO wells, 100% apelin;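 active = activation more than six SD over the plate average, tested at 20 µM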;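 also: 0% = DMSO alone and 100% = apelin-13 at 10 nM; some results filed as inactive read as strong as hits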
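Material: CHO-K1 APJ beta-arrestin complementation cell line; Input: cell density 1000 per well; Incubation: compound stimulation 90 min at 25 °C, detection 60 min; Signal: luminescence from split beta-galactosidase complementation, Galacton Star/Emerald II substrate; Controls: DMSO-only wells as negative, 10 nM Apelin-13 as positive control.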
UPR XBP1 act: activators of adaptive XBP1 UPR arm, primary screen, cell-based, CHO-XBP1 luciferase reporter, luminescence, uHTS; AID 463104, 2010; 0.33% of 330,000 active; activation, % at 20 µM; IRE1-XBP1 UPR activation; percent of tunicamycin response, DMSO as zero;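 active = versus positive control, 20 µM dose yields 30% or more activation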;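 also: 100% = tunicamycin at 10 µg/mL and 0% = DMSO only wells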
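incubation = overnight seeding at 37 °C, 6 h compound treatment at 37 °C | assay system = CHO-XBP1 cells stably carrying IRE1-XBP1-driven luciferase reporter | input = 1000 cells per well | detection = luciferase luminescence | dosing = single point, 20 µM final compound, 1% DMSO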
Starred values were filed as active, the others as inactive; nt = not tested or not shown. These rows are one share of the data; the hit share may differ from the screen's.

Structure,CXCR6 inh,Mdm2 MdmX PPI,APJ antagonist,APJ agonist,tim23-1 inh,CCR6 antagonist,CHOP UPR activ,UPR XBP1 act,EBI2 block
CCOC(=O)C1CCCN(C(=O)c2cc(S(=O)(=O)N3CCCCCC3)ccc2OC)C1 (stereo not given),2,-29,6,-5,-3,9,-0.3,-1,1
CCOc1ccc(N(C)S(=O)(=O)c2ccc(C)c(C(=O)Nc3nnc(C4CC4)s3)c2)cc1,-9,25,-5,3,2,18,-1.5,-4,11
Nc1ccc(C(=O)OCc2nc3cc4ccccc4cc3[nH]2)cc1,-11,74*,-8,0,-9,-4,2.9,-3,18
c1ccc(OCCN2C3=NCCN3c3ccccc32)cc1,14,28,-10,-6,13,6,-4.0,-2,-10
O=Nc1ccc(O)c2ncccc12,4,34,-24,-1,-4,11,-1.3,-6,12
O=C(CN1CCC(Cc2ccccc2)CC1)NC(=O)NCc1ccccc1,6,24,10,-1,24,5,2.2,3,-15
N#Cc1c(-c2ccccc2)nc(N2CCCCCC2)[nH]c1=O,-1,4,-4,1,9,12,-0.1,-2,-4
COC(=O)c1ccc2c(=O)n(Cc3ccco3)c(SCC(=O)Nc3cc(C)on3)nc2c1,-3,-26,16,-2,27,-6,0.6,4,15
Cc1ccc(-c2noc(CNCCCN(C)C)n2)cc1,-5,12,-5,-2,-4,-12,-0.9,-1,-7
CC1=C(C(=O)OCCOC(C)C)C(c2cccc3ccccc23)NC(=O)N1 (stereo not given),-5,-7,-5,6,19,-1,-0.1,2,3
Cc1ccc(Oc2ncccc2NC(=O)CC(CC(=O)O)c2ccccc2)c2c1CCC2 (stereo not given),3,24,-1,-2,0,-5,0.5,0,-6
COc1cc(Cl)c(C)cc1NC(=O)CN1CCN(C(=O)C2CC2)CC1,-2,36,5,-5,20,9,-2.3,-3,-11
Cc1ccc(CNC(=O)CCC2CCCN(Cc3c(C)nn(C(C)C)c3C)C2)o1 (stereo not given),6,10,-12,-3,-3,6,0.5,-1,11
Cc1ccc(C(C)(C)C)cc1S(=O)(=O)NC(=O)c1ccccc1,3,6,-7,0,6,5,-2.6,-2,-9
CC1CCN(S(=O)(=O)c2ccc(NC(=O)[C@@H]3CCCC[C@@H]3C(=O)O)cc2)CC1,4,29,-1,-1,6,6,0.2,-3,-9
CC1=NNC(=O)C1Cc1ccccc1 (stereo not given),2,3,4,-2,1,2,2.7,1,-5
Cc1occc1C(=O)N/N=C/C(Br)=C\c1ccccc1,-8,-129,4,5,63*,7,5.2,-4,-1
O=C(Cn1cc2c(n1)CCCCC2)Nc1ccccc1Br,6,21,9,-5,13,2,0.7,1,-12
COCC(=O)NCCNc1nc2ccc(C)cc2cc1C,-2,-1,25,-4,-4,4,0.9,-2,1
N#CC(C(=O)NCCc1ccccc1)c1nc2ccccc2nc1N1CCCCC1 (stereo not given),10,14,12,-1,13,16,2.5,-5,24
O=C(OCc1ccccc1)/C(=C/c1cccc2ccccc12)NC(=O)c1ccccc1,5,13,0,3,5,24,3.2,-3,4
CCCCN(C(=O)c1cccc(S(=O)(=O)N2CC(C)OC(C)C2)c1)c1c(N)n(CC(C)C)c(=O)[nH]c1=O (stereo not given),-1,16,-41,-2,-12,-2,0.8,-7,-5
COc1cccc(NC(=O)c2cc3ccccc3cc2OC)c1,-1,-116,11,-3,24,10,6.5,4,8
CCC(Sc1nc2ccccc2[nH]1)C(=O)Nc1ccc(NC(C)=O)cc1 (stereo not given),0,-2,-12,0,17,8,0.2,-3,-8
COc1ccc(CCNc2nc(-c3cccc(NC(C)=O)c3)cs2)cc1OC,-14,-11,-1,0,25,4,0.8,-2,4
Cc1cc(OCc2nnc(SC(C)C(=O)O)n2-c2ccccc2)ccc1Cl (stereo not given),-1,-31,9,0,4,-2,-1.0,-3,-9
Cc1ccc(NS(=O)(=O)c2ccc3c(c2)NC(=O)CO3)c(C)c1,2,5,-9,2,5,-1,1.1,-1,3
CC1(O)C(=O)C=C2C=C(c3ccc(C#N)cc3)OC=C2C1=O (stereo not given),nt,-11,-5,6,-11,nt,-0.8,-3,nt
CC(C)COP(=O)(c1ccc(N(C)C)cc1)C(Nc1ccccc1)c1cccnc1 (stereo not given),-2,-2,3,-5,20,1,-0.5,0,3
Cc1cc(NC(=O)CSc2ccccn2)cc(NC(=O)CSc2ccccn2)c1,2,27,11,0,22,13,0.9,-1,-2
CN1C(=O)Cc2cc(S(=O)(=O)Nc3ccc(N4CCOCC4)cc3)ccc21,-12,24,1,0,3,-7,-0.1,-7,6
CC[C@]12c3[nH]c4ccc(Cl)cc4c3CCN1C(=O)[C@@H](CC(=O)NCCCn1ccnc1)C[C@@H]2C(=O)N1CCN(C(=O)c2ccco2)CC1,-3,-8,nt,nt,36,16,2.9,3,0
CCC[C@@H](CN1CCC[C@H]1CN1C(N)=NC[C@@H]1Cc1ccccc1)N1C[C@@H](Cc2ccccc2)N(CCc2ccc(Cl)c(Cl)c2)C1=N,6,-3,23,-3,-239,3,2.7,-4,-4
Cc1c(Cl)cccc1N1C(=O)CC(NNC(=O)c2ccc3c(c2)OCO3)C1=O (stereo not given),-1,-10,-5,-3,-5,10,1.5,-4,-8
Cc1ccc(C(=O)O/N=C/C2=C(Cl)c3ccccc3CC2)cc1,4,6,6,-1,4,3,-1.2,4,27
NC(=O)C1CCN(c2nc(-c3ccccc3Br)cs2)CC1,nt,-223,1,-3,22,16,4.9,0,nt
CC(=O)c1ccc(NC(=O)CSc2nc(C)cc(C)c2C(N)=O)cc1,1,23,11,-1,-14,9,-0.5,-4,-3
CCC(C)C(NC(=O)c1ccccc1NC(=O)c1ccc(OC)cc1)C(=O)NCc1ccco1 (stereo not given),5,-5,9,-4,18,10,0.2,-1,2
Cn1ccnc1SC(C(=O)O)c1ccccc1 (stereo not given),-6,11,-3,-5,6,0,1.5,-2,11
CCCN(CCC)CCNC(=O)c1cc2c(=O)n(CC)c3ccccc3c2s1,8,71*,19,-3,2,4,0.3,1,-3

Single values from above:
Value of CN1C(=O)Cc2cc(S(=O)(=O)Nc3ccc(N4CCOCC4)cc3)ccc21 in CXCR6 inh: -12
Value of CC1(O)C(=O)C=C2C=C(c3ccc(C#N)cc3)OC=C2C1=O (stereo not given) in CHOP UPR activ: -0.8

(continued)
Structure,CXCR6 inh,Mdm2 MdmX PPI,APJ antagonist,APJ agonist,tim23-1 inh,CCR6 antagonist,CHOP UPR activ,UPR XBP1 act,EBI2 block
CCOC(=O)c1ccc2c(c1)n(CC)c(/C=C/Nc1ccccc1)[n+]2CC,-5,22,-4,-7,-10,10,-3.2,-1,2
CC1(C)CC(=O)C2=C(C1)Oc1ncn(CCCn3ccnc3)c(=N)c1C2c1ccccc1 (stereo not given),5,0,-7,2,26,-12,-0.7,-5,11
Fc1ccccc1CSCc1nc2ccccc2[nH]1,1,-60,3,-4,11,12,4.0,2,-6
CC(Sc1nc2ccc(C(=O)c3ccccc3)cc2[nH]1)C(=O)O (stereo not given),-2,13,7,-2,8,3,-1.1,-1,-4
O=C(N/C(=C/c1ccc(Br)cc1)C(=O)N1CCCC1)c1cccs1,0,-6,-7,0,34,15,-2.3,-2,-8
O=C1C2C3c4ccccc4C(c4ccccc43)C2c2nc3ccccc3n21 (stereo not given),7,14,-9,-5,-9,13,-1.3,-3,17
CN(C)S(=O)(=O)N1CCN(S(=O)(=O)c2ccc(F)cc2)CC1,-3,7,6,-5,10,7,-2.3,2,-11
Cc1ccc(C)c(NC(=O)CN(C)C(=O)c2cccc(S(=O)(=O)N3CCCC3)c2)c1,3,-9,24,2,17,2,-0.4,0,6
C=C(C)COc1ccc(-c2[nH]ncc2-c2ccc(Br)cc2)c(O)c1,-11,60*,-7,-1,27,-11,27,0,2
CCC(=O)Nc1ccc(NCc2cccs2)cc1,1,3,6,0,-4,3,2.7,-3,-8
CCCCCCc1nc2ccccc2c(=O)n1N,-3,15,1,-3,21,19,2.3,0,-7
O=C(c1cc(S(=O)(=O)N2CCOCC2)ccc1Cl)N1CCCCC1CO (stereo not given),2,25,-4,-7,-2,9,-0.9,-1,-6
CC1CCc2c(sc3nc(CN4CCOCC4)nc(NS(=O)(=O)c4cccc([N+](=O)[O-])c4)c23)C1 (stereo not given),4,19,4,3,34,12,1.1,-1,-4
O=S(=O)(/N=C(/Nc1ccccc1)c1ccccc1O)c1ccccc1,2,9,-24,-4,4,7,0.2,3,-2
CCOC(=O)C1=C(C)NC(=O)NC1c1ccc(-c2ccc(Cl)cc2)o1 (stereo not given),2,31,-12,3,16,-5,-1.7,0,-9
CCCCOC1(c2ccccc2)OC(=O)c2ccccc21 (stereo not given),2,-42,14,-5,12,-2,2.3,-3,10
CC1(C)Cc2cccc(OCC(N)=O)c2O1,6,-2,18,3,6,-8,-1.5,-5,-4
COc1ccc(C(=O)c2ccc([N+](=O)[O-])cc2Cl)cc1,-16,7,-82,2,26,5,0.4,0,-9
CCOC(=O)CNC(=O)c1c(C)nn(-c2ccccc2)c1Cl,-2,-20,0,1,14,9,-1.0,1,3
COc1ccc(NC(=O)CN(C)C(=O)c2cc(-c3cccs3)nn2-c2ccccc2)cc1,0,27,17,-5,10,18,1.1,-4,5
O=S(=O)(c1ccc(F)c(F)c1)N1CCN(S(=O)(=O)c2cccs2)CC1,-3,-24,-13,2,-9,6,3.1,-6,0
Cc1ccc2cc(C3CC(c4cccs4)=NN3S(C)(=O)=O)c(Cl)nc2c1 (stereo not given),7,8,1,-2,34,3,-0.7,0,-9
O=C(Nc1nnc(-c2ccncc2)o1)C1CCCCC1,-7,26,-9,-4,6,-2,0.7,-2,-1
COc1ccc(NC(=S)N(CCC(C)C)C(C)c2ccncc2)cc1 (stereo not given),9,30,-2,-1,26,15,1.2,-3,26
O=C1C(=O)N(CCc2c[nH]c3ccccc23)C(c2cccnc2)/C1=C(/O)c1ccccc1 (stereo not given),nt,4,12,-2,-1,nt,-1.0,1,nt
N#CC1=C(S)N(c2ccccc2)C2(CCCCC2)NC1=O,5,22,-18,-2,-12,10,-0.6,0,-7
